MITF inh: inhibitors of human MITF; AlphaScreen MITF homodimerization, bead proximity signal; inhibition, % at 2.6 µM; 650,000 tested, 0.91% active; AID 1259374; in the data active = inhibition above about 50%;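 also: 0% = vehicle wells with protein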
Target sequence (O75030 whole entry, looked up): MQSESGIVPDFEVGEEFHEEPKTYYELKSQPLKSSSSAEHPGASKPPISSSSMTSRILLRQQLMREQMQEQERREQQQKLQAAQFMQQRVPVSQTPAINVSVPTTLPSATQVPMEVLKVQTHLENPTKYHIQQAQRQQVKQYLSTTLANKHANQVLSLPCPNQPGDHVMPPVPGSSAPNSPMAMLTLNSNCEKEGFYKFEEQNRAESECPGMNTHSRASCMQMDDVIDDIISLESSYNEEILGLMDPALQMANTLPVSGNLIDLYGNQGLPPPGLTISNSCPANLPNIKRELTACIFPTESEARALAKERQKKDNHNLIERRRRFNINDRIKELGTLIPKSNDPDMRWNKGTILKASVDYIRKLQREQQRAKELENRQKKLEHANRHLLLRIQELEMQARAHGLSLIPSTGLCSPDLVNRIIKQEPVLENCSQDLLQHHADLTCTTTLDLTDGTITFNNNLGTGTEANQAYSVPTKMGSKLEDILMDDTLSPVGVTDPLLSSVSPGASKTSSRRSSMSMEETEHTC
FBW7 activator: human FBW7 E3 ligase activation, primary screen. Q969H0. 650,000 tested, 0.13% active. normalized activity (activation), % at 26.1 µM. AlphaScreen FBW7–phospho-cyclin E peptide binding, activator screen; in the data active = normalized activity above about 1.9%;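 also: purified mutant Fbw7 with reduced substrate affinity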
TEAD-YAP inh: TEAD-YAP interaction inhibition; 640,000 tested, 1.4% active; inhibition, % at 9.12 µM; HEK-TIYL cells, TEAD-Gal4/YAP UAS-luciferase luminescence; AID 1259422; in the data active = inhibition above about 32%;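 also: 0% = median of test compound wells and 100% = reference inhibitor wells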
GPR151 ag: activates the human receptor GPR151 | 650,000 tested, 1% active | PathHunter beta-arrestin GPR151 cells, luminescence | activation, % at 11.2 µM | AID 1508602; in the data active = activation above about 4.9%;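 also: 0% = median of compound wells and 100% = cells with positive control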
Target sequence (Q8TDV0 whole entry, looked up): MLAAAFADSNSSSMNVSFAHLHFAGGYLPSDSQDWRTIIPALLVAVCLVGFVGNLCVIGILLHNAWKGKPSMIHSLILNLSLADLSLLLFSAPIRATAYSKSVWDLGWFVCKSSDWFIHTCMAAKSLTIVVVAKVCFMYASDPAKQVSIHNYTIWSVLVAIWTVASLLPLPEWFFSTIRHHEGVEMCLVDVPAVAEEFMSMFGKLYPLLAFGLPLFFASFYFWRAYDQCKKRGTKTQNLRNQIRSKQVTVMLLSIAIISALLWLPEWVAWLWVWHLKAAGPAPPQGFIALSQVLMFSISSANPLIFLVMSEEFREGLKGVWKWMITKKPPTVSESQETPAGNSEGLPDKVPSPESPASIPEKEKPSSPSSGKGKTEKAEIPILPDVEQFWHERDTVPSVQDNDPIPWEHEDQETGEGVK
Numbers without * were called inactive; & = joins results of further samples.

For O=C(CCCC(=O)OCC(Cl)=C(Cl)Cl)Nc1ccccc1 the results were MITF inh 1.9, FBW7 activator 0.1, TEAD-YAP inh -2.3 and GPR151 ag -2.0.
`Cc1oc2cc(OCC(N)=O)ccc2c(=O)c1-c1ccccc1` gave MITF inh 14.0, FBW7 activator 0.0, TEAD-YAP inh -6.9 and GPR151 ag 1.1.
COC(=O)c1ccccc1S(=O)(=O)N1CCCC(c2[nH]ncc2C)C1 (stereo not given) was read as MITF inh 13.9, FBW7 activator 0.4, TEAD-YAP inh 7.1 and GPR151 ag -0.5.
`Clc1ccc(-n2ncc3c(NCc4ccccc4)ncnc32)cc1` gave MITF inh 5.2, FBW7 activator 0.0, TEAD-YAP inh 2.2 and GPR151 ag 1.4.
For COc1ccc(-c2cc3c(ccc4ccccc43)oc2=O)cc1OC the results were MITF inh -3.0, FBW7 activator 0.5, TEAD-YAP inh -2.6 and GPR151 ag 0.3.
CC1CCc2c(sc3[nH]c(=O)n4nc(-c5ccncc5)nc4c23)C1 (stereo not given) was read as MITF inh -14.2, FBW7 activator 0.0, TEAD-YAP inh 1.2 and GPR151 ag -1.6.
O=C(CSc1nnc(Cc2ccccc2)n1-c1ccccc1)c1cccs1 was read as MITF inh -4.1, FBW7 activator -0.1, TEAD-YAP inh -5.4 and GPR151 ag -0.2.
CCCn1nnc(NC(=O)c2ccc(C(C)(C)C)cc2)n1 was read as MITF inh 12.2, FBW7 activator 0.2, TEAD-YAP inh -75.1 and GPR151 ag 0.7.
CC(=NCc1ccncc1)c1c(CSc2ccc(Cl)cc2)[nH]n(-c2nc3ccccc3s2)c1=O was read as MITF inh 3.0, FBW7 activator 0.1, TEAD-YAP inh 7.4 and GPR151 ag -0.4.
Screening CSC1=NSC2=NC(=O)/C(=C\c3ccc(N(C)C)cc3)C(=N)N12 returned MITF inh 4.2, FBW7 activator 0.8, TEAD-YAP inh 2.5 and GPR151 ag -0.6.
Screening Cc1ccc(/C=C2\C(=O)NC(=O)N(c3ccccc3C)C2=O)o1 returned MITF inh 12.3, FBW7 activator 0.0, TEAD-YAP inh 2.2 and GPR151 ag 1.0.
Screening Cc1[nH]nc(SCC(=O)N2CCOCC2)c1[N+](=O)[O-] returned MITF inh -1.1, FBW7 activator -0.1, TEAD-YAP inh -14.0 and GPR151 ag 1.0.
COCCCNc1ncnc2c1cnn2-c1ccc(Cl)cc1 was read as MITF inh -4.4, FBW7 activator -0.1, TEAD-YAP inh -49.8 and GPR151 ag 1.9.
Screening CC(=O)Oc1ccc(-c2nc(-c3ccccc3)c3ccccn23)cc1 returned MITF inh -2.9, FBW7 activator -0.1, TEAD-YAP inh 11.6 and GPR151 ag -1.4.
`CC1(C)CC(=O)C2=C(C1)OC(N)=C(C#N)C2c1ccc(C#N)cc1` (stereo not given) gave MITF inh 11.8, FBW7 activator 0.0, TEAD-YAP inh 9.3 and GPR151 ag 0.0.
COC(=O)c1ccc(NC(=O)CSc2nc3cc4c(cc3cc2C#N)OCCO4)cc1 was read as MITF inh 7.6, FBW7 activator 0.7, TEAD-YAP inh 23.0 and GPR151 ag -0.4.
For COc1ccccc1-c1cc(C(F)(F)F)nc(S(=O)(=O)CCCC(=O)Nc2ccn(Cc3ccc(C)cc3)n2)n1 the results were MITF inh 15.6, FBW7 activator 0.2, TEAD-YAP inh -7.3 and GPR151 ag 1.7.
`O=c1[nH]c(N2CCCC2)nc2c1CN(Cc1cccs1)CC2` gave MITF inh -2.9, FBW7 activator -0.2, TEAD-YAP inh 13.2 and GPR151 ag 0.0.
`N#C/C(=C(/O)COC(=O)Cc1ccsc1)c1nc2ccccc2[nH]1` gave MITF inh 10.1, FBW7 activator 0.1, TEAD-YAP inh 10.5 and GPR151 ag -0.6.
Screening COC(=O)c1cc(OC)c(OC)cc1NS(=O)(=O)c1cc([N+](=O)[O-])ccc1C returned MITF inh 31.8, FBW7 activator 0.4, TEAD-YAP inh -2.6 and GPR151 ag -1.3.
For O=C(Cn1cnc2ccccc2c1=O)OCc1ccccc1 the results were MITF inh 11.4, FBW7 activator 0.0, TEAD-YAP inh -6.5 and GPR151 ag -0.7.
`O=C(Nc1ccc(C(=O)N2CCCCC2)cc1)c1ccc([N+](=O)[O-])cc1Cl` gave MITF inh 6.7, FBW7 activator 0.0, TEAD-YAP inh 6.9 and GPR151 ag 1.8.
`CCOc1ccc2nc(C(C)O)[nH]c2c1` (stereo not given) gave MITF inh 3.5, FBW7 activator 0.1, TEAD-YAP inh -1.0 and GPR151 ag -1.2.
`COc1cccc(C2(O)CSC3=C(C#N)C(c4cc(OC)ccc4OC)CC(=O)N32)c1` (stereo not given) gave MITF inh 15.1, FBW7 activator 0.0, TEAD-YAP inh -12.0 and GPR151 ag -0.8.
`Cc1ccc(CN(CC(=O)O)Cc2cn(-c3ccccc3)nc2-c2cccs2)cc1` gave MITF inh -5.0, FBW7 activator 0.2, TEAD-YAP inh 59.6* and GPR151 ag 1.2.
`CC1=C(C(=O)OCC2CCCCC2)C(c2cccc(OCc3ccccc3)c2)NC(=O)N1` (stereo not given) gave MITF inh 8.3, FBW7 activator -0.2, TEAD-YAP inh -10.8 and GPR151 ag 1.3.
For Cc1sc2nc(SCc3ccccc3)n(-c3ccccc3)c(=O)c2c1C the results were MITF inh 8.4, FBW7 activator -0.1, TEAD-YAP inh 10.6 and GPR151 ag 0.3.
For Cc1nnc(NC(=O)/C=C/c2ccc(OCc3ccccc3)cc2)s1 the results were MITF inh 4.6, FBW7 activator 0.1, TEAD-YAP inh -0.1 and GPR151 ag -0.7.
`COc1ccc(CNc2c([N+](=O)[O-])c(=O)oc3ccccc23)cc1` gave MITF inh 12.0&15.4, FBW7 activator -0.1&-0.1, TEAD-YAP inh -24.3&-18.1 and GPR151 ag 0.7&0.1.
Screening CCOC(=O)Cc1c(C)nc2c(-c3cccc(Br)c3)c[nH]n2c1=O returned MITF inh -2.6, FBW7 activator -0.4, TEAD-YAP inh -2.6 and GPR151 ag 1.6.
Screening O=C(CCCSCC(=O)Nc1ccccc1)NCc1cccnc1 returned MITF inh -11.3, FBW7 activator 0.5, TEAD-YAP inh -2.2 and GPR151 ag -0.9.
`OC1CCC(Nc2nc(-c3cccnc3)nc3sc4c(c23)CCC4)CC1` (stereo not given) gave MITF inh 2.7, FBW7 activator 0.0, TEAD-YAP inh -11.1 and GPR151 ag 0.3.
CNC(=O)C(C)n1c2ccccc2c2cn[nH]c(=O)c21 (stereo not given) was read as MITF inh -2.0, FBW7 activator -0.1, TEAD-YAP inh 0.3 and GPR151 ag -0.5.
For CCCNS(=O)(=O)c1ccc(F)c(C(=O)Nc2ccc(Cl)c(Cl)c2)c1 the results were MITF inh -6.7, FBW7 activator -0.2, TEAD-YAP inh -9.1 and GPR151 ag 1.1.
For O=C(CSCc1ccc(Cl)cc1)N/N=C/c1ccco1 the results were MITF inh 5.6, FBW7 activator 0.5, TEAD-YAP inh -0.5 and GPR151 ag 0.3.
For COc1cc(C(=O)OCC(=O)N(C)C)c([N+](=O)[O-])cc1OC the results were MITF inh 9.3, FBW7 activator 0.1, TEAD-YAP inh 0.0 and GPR151 ag 0.7.
CCOC(=O)c1sc(NC(=O)c2nn3c(c2Cl)NC(c2ccc(F)cc2)CC3C(F)(F)F)c(C(=O)OCC)c1C (stereo not given) was read as MITF inh 8.7, FBW7 activator 0.9, TEAD-YAP inh -2.1 and GPR151 ag -1.4.
`CS(=O)(=O)N1CCCc2ccc(NC(=O)NCc3cccc4ccccc34)cc21` gave MITF inh -8.0, FBW7 activator -0.2, TEAD-YAP inh 22.2 and GPR151 ag -1.0.
For O=C(O)C1C2C=CC3(CN(c4ccccc4Cl)C(=O)C13)O2 (stereo not given) the results were MITF inh 2.4, FBW7 activator -0.1, TEAD-YAP inh -0.8 and GPR151 ag 3.5.
O=C(Cn1c(=O)oc2ccccc21)N(CCc1ccccc1)Cc1ccccc1 was read as MITF inh 1.1, FBW7 activator -0.1, TEAD-YAP inh 7.4 and GPR151 ag 1.1.
Screening CN(C)c1ccc(CNS(=O)(=O)c2ccc3c(c2)C(C)(C)C(=O)N3C)cc1 returned MITF inh 3.9, FBW7 activator 0.5, TEAD-YAP inh 2.8 and GPR151 ag 0.1.
For CSc1ccccc1Nc1ncnc2c1cnn2-c1ccc(C)cc1C the results were MITF inh 16.2, FBW7 activator 0.3, TEAD-YAP inh -14.1 and GPR151 ag -0.8.
N#Cc1c(-c2cccs2)cc(-c2cccs2)nc1SC/C=C/c1ccccc1 was read as MITF inh -2.5, FBW7 activator 0.1, TEAD-YAP inh 5.8 and GPR151 ag 1.7.
`C/C(=N\Nc1ccc(S(N)(=O)=O)cc1[N+](=O)[O-])c1ccc2ccccc2c1` gave MITF inh -2.4, FBW7 activator 0.0, TEAD-YAP inh -3.4 and GPR151 ag 1.8.
`CCCCOc1ccc(N2C(N)=NC(N)=NC2(C)C)cc1` gave MITF inh 2.8, FBW7 activator -0.1, TEAD-YAP inh 37.0* and GPR151 ag -0.2.
CCOc1ccc(CNn2nnnc2N)cc1 was read as MITF inh 6.3, FBW7 activator 0.0, TEAD-YAP inh 3.5 and GPR151 ag 1.3.
COC(=O)c1ccc(C2C(C#N)=C(N)Oc3n[nH]c(-c4cc(C)sc4C)c32)cc1 (stereo not given) was read as MITF inh -2.4, FBW7 activator 0.0, TEAD-YAP inh 19.1 and GPR151 ag 2.6.
`COCCn1c(=O)/c(=C\c2ccc(OC)cc2)s/c1=C(/C#N)C(=O)C(C)(C)C` gave MITF inh 8.9, FBW7 activator 0.0, TEAD-YAP inh 9.9 and GPR151 ag 1.2.
`O=C(CN1CCC(c2ccncc2)CC1)Nc1ccc(N2CCCCC2)cc1` gave MITF inh 7.7, FBW7 activator 0.0, TEAD-YAP inh 5.6 and GPR151 ag -0.3.
Screening CCCCCCC(=O)N(CN1C(=O)c2ccccc2C1=O)c1ccc(C)cc1 returned MITF inh 11.1, FBW7 activator 0.7, TEAD-YAP inh -8.1 and GPR151 ag -0.7.
`Cc1ccc(C)c(NC(=O)c2cc(S(=O)(=O)NCc3ccco3)ccc2F)c1` gave MITF inh 6.2, FBW7 activator -0.2, TEAD-YAP inh 8.6 and GPR151 ag -0.9.
Screening CC(C)OC(=O)/C(C#N)=C/c1c[nH]c2ccccc12 returned MITF inh 4.8, FBW7 activator 0.1, TEAD-YAP inh -18.5 and GPR151 ag 2.3.
CCOC(=O)NCc1ccc(S(N)(=O)=O)cc1 was read as MITF inh -0.2, FBW7 activator 0.0, TEAD-YAP inh -5.3 and GPR151 ag -1.3.
Screening CCOc1ccc(N2C(=O)C3CCCN3C2=O)cc1 (stereo not given) returned MITF inh 12.8, FBW7 activator 0.0, TEAD-YAP inh -3.5 and GPR151 ag 0.0.
CC1CCCCC1NC(=O)c1ccc2c(=O)n(C3CCCC3)c(=O)[nH]c2c1 (stereo not given) was read as MITF inh -17.6, FBW7 activator -0.2, TEAD-YAP inh -9.3 and GPR151 ag 0.7.
COCCN1C(=O)CC(CC(=O)N(C)C2CCOC2)(c2ccccc2F)C1=O (stereo not given) was read as MITF inh 9.9, FBW7 activator 0.0, TEAD-YAP inh -15.3 and GPR151 ag -1.7.
COc1cc2nc(-c3ccccc3)c(CN[C@H]3CCCCNC3=O)cc2c(OC)c1OC was read as MITF inh -1.6, FBW7 activator -0.5, TEAD-YAP inh -0.9 and GPR151 ag 0.8.
Screening CC(C)(C)c1cc(CC(=O)O)c2c(c1)C(C)(C)CC2 returned MITF inh 7.3, FBW7 activator 0.7, TEAD-YAP inh 47.9* and GPR151 ag -1.9.
`C=CCn1c(C)cn2c3c(=O)n(CCCC)c(=O)n(C)c3nc12` gave MITF inh 1.3, FBW7 activator -0.1, TEAD-YAP inh -0.1 and GPR151 ag -0.3.
For CCOc1ccc(C2C(C(=O)OCc3ccccc3)=C(C)NC3=C2C(=O)CCC3)cc1 (stereo not given) the results were MITF inh -11.4, FBW7 activator 0.3, TEAD-YAP inh -0.3 and GPR151 ag 1.5.

The closing 2 records of the part before are carried over, then new ones follow:
`C=CCn1c(C)cn2c3c(=O)n(CCCC)c(=O)n(C)c3nc12` gave MITF inh 1.3, FBW7 activator -0.1, TEAD-YAP inh -0.1 and GPR151 ag -0.3.
For CCOc1ccc(C2C(C(=O)OCc3ccccc3)=C(C)NC3=C2C(=O)CCC3)cc1 (stereo not given) the results were MITF inh -11.4, FBW7 activator 0.3, TEAD-YAP inh -0.3 and GPR151 ag 1.5.
Cc1ccc(NP2(=O)C=C(c3ccccc3)OC(c3ccccc3)=C2)c(C)c1 was read as MITF inh 8.2, FBW7 activator 0.0, TEAD-YAP inh -1.7 and GPR151 ag -0.1.
Screening CCOc1ccc(C(=O)Nc2ccc(-c3nc4cc(Cl)ccc4o3)c(O)c2)cc1Br returned MITF inh 4.8, FBW7 activator -0.1, TEAD-YAP inh -6.0 and GPR151 ag 0.6.
`O=C(COc1ccc2ccccc2c1)OCC(=O)c1ccc([N+](=O)[O-])cc1` gave MITF inh -12.1, FBW7 activator -0.3, TEAD-YAP inh -10.3 and GPR151 ag 0.1.
For COc1ccc(Cl)cc1NC(=O)c1c(NCc2ccccn2)sc2c1CCC(C)C2 (stereo not given) the results were MITF inh -10.8, FBW7 activator -0.1, TEAD-YAP inh 1.6 and GPR151 ag 3.3.

Entries from the list above with bromine, in the order listed:
Screening CCOC(=O)Cc1c(C)nc2c(-c3cccc(Br)c3)c[nH]n2c1=O returned MITF inh -2.6, FBW7 activator -0.4, TEAD-YAP inh -2.6 and GPR151 ag 1.6.
Screening CCOc1ccc(C(=O)Nc2ccc(-c3nc4cc(Cl)ccc4o3)c(O)c2)cc1Br returned MITF inh 4.8, FBW7 activator -0.1, TEAD-YAP inh -6.0 and GPR151 ag 0.6.

Screening data: PubChem, The Scripps Research Institute Molecular Screening Center

Rows were taken by chance; any-hit rate near 3.4%.
